Screens (PubChem)
CHRM1 PAM – human CHRM1 positive allosteric modulation | P11229 | CHO-K1 hM1, Fluo-8 calcium fluorescence, ACh EC20; 0% = ACh EC20, 100% = maximal ACh | activation, % at 3 µM | 360,000 compounds, 0.088% hits | AID 588819; in the data active = activation above about 19%, passing the limit was not always enough
Target sequence (P11229 whole entry, looked up): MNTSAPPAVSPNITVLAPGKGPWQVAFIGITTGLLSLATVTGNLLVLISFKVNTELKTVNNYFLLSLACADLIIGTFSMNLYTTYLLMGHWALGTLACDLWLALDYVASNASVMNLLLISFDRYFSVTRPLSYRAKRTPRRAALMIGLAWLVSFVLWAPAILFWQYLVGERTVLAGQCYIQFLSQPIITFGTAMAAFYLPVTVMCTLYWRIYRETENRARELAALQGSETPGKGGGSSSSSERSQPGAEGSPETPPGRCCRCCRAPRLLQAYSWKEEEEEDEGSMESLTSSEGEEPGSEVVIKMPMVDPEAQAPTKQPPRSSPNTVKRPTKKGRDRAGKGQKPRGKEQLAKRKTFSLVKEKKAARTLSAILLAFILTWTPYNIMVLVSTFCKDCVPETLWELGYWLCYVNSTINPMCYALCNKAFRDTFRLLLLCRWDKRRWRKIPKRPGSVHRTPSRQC
M5 PAM – potentiates acetylcholine response at human M5 receptor | CHO-K1 hM5, Fluo-8 calcium, ACh EC20 PAM; 0% = ACh EC20, 100% = ACh EC100 | activation, % at 3 µM | 360,000 compounds, 0.3% hits | AID 624038;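 active = activation above the run cutoff, the mean activation of all test compounds plus 3 SD, cut at about 18% in these data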
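Replicates: One well per compound, no replicates | System: Human M5 receptor in CHO-K1 cells | Benchmarks: Low control EC20 acetylcholine (0%), high control EC100 acetylcholine (100%) | Probe or stimulus: Acetylcholine, EC20 level | Times: Fluo-8 loading 80 min at 37 °C plus 30 min room temperature | Signal: Intracellular calcium via Fluo-8 fluorescence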
CHRM4 agonist – agonists of human muscarinic M4 receptor (CHRM4); CHO-K1 hM4/Gqi5, Fluo-8 calcium fluorescence; vehicle 0%, full acetylcholine response 100%; 360,000 compounds, 0.14% hits; activation, % at 3 µM; P08173;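 active = activation above the run mean over all test wells plus 3 SD, cut at about 32% in these data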;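 also: peak over basal fluorescence ratio per well then scaled between controls; 0% = DMSO wells and 100% = acetylcholine at EC100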
Target sequence (P08173 whole entry, looked up): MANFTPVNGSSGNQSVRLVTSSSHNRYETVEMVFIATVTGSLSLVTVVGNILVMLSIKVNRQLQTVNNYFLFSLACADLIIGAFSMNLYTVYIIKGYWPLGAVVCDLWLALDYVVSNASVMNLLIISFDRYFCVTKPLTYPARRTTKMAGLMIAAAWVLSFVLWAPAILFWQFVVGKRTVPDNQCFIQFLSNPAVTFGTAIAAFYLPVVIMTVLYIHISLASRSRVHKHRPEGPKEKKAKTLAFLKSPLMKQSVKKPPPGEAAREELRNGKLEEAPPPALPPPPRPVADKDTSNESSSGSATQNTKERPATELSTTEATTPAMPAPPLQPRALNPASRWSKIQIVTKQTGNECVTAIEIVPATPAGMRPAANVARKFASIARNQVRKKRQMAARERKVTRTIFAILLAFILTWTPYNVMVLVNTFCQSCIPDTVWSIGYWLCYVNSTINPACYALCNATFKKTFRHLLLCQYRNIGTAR
M5 ag – agonists of human muscarinic M5 receptor (CHRM5); P08912; CHO-K1 hM5 cells, Fluo-8 calcium fluorescence; 0% DMSO wells, 100% maximal acetylcholine response; activation, % at 3 µM; 360,000 compounds, 0.19% hits;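 active = activation above the run's mean over test compounds plus 3 SD, cut at about 23% in these data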;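 also: signal is peak over basal fluorescence ratio across the kinetic read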
TAAR1 ag – agonists of human TAAR1; AID 624467; Q96RJ0; activation, % at 3 µM; CHO RD-HGA16 TAAR1, Fluo-8 calcium fluorescence; vehicle wells 0%, saturating PEA agonist 100%; 360,000 compounds, 0.99% hits;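 active = activation above the mean activation of all test compounds in the run plus 3 SD, cut at about 38% in these data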
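System: CHO-derived RD-HGA16 cells with stable Gα16 and human TAAR1 / Times: 17-24 h plating, Fluo-8 75 min 37 °C, 30 min RT / Technique: calcium-sensitive Fluo-8 signal, excitation 470-495, emission 515-575 nm / Measure: % activation relative to PEA EC100 response / Benchmarks: DMSO and PEA EC100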
CHRM1 antagonist – blocks human M1 muscarinic receptor | 360,000 compounds, 1.3% hits | inhibition, % at 3 µM | CHO-K1 hM1, Fluo-8 calcium fluorescence, ACh EC80 antagonist | AID 588852 | P11229;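 active = percent inhibition above its own plate's cutoff, namely the mean of that plate's compound wells plus 3 SD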;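 also: peak over basal fluorescence ratio during 140 s after agonist addition; 0% = ACh EC80 plus DMSO and 100% = DMSO alone without agonist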
M4 antag – antagonists of human muscarinic M4 receptor (CHRM4). P08173. CHO-hM4 cells, ACh EC80, Fluo-8 calcium fluorescence. inhibition, % at 3 µM. 360,000 compounds, 0.73% hits. AID 624125;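 active = inhibition above its plate's cutoff, the mean inhibition of sample wells plus 3 SD, cut at about 27% in these data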;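 also: 0% = acetylcholine EC80 with DMSO and 100% = DMSO without agonist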
CHRM1 agonist – human M1 muscarinic receptor agonism | activation, % at 3 µM | 360,000 compounds, 0.33% hits | CHO-K1 hM1, Fluo-8 calcium fluorescence, agonist mode; 0% DMSO, 100% acetylcholine EC100 | P11229;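 active = activation above the run's mean compound activation plus 3 SD, cut at about 16% in these data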;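 also: peak over basal fluorescence ratio within a 140 s kinetic read after compound addition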
M5 antag – CHRM5 antagonism in calcium assay. AID 624040. inhibition, % at 3 µM. CHO-hM5 cells, Fluo-8 calcium fluorescence, ACh EC80. 360,000 compounds, 0.59% hits. P08912;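 active = inhibition above a per-plate cutoff, the mean of that plate's test compounds plus 3 SD, cut at about 27% in these data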;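 also: 0% = acetylcholine EC80 with DMSO and 100% = DMSO without agonist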
An asterisk follows results filed as active; / = no result given. This is a subset, so the mix of outcomes need not match the whole.

Order of values: CHRM1 PAM	M5 PAM	CHRM4 agonist	M5 ag	TAAR1 ag	CHRM1 antagonist	M4 antag	CHRM1 agonist	M5 antag
CS(=O)(=O)Nc1nnc(SCC(=O)Nc2cccc([N+](=O)[O-])c2)s1
  12	-6	1	-2	11	-9	6	-7	6
CCn1ncc(/C=N/NC(=O)c2ccc3c(c2)OCO3)c1C
  -3	-7	1	-7	9	11	14	-3	8
C=CCn1c(/N=C/c2ccc3c(c2)OCO3)nc2ccccc21
  5	0	1	1	12	-1	-1	-5	-2
CS(=O)(=O)c1nncn1-c1ccccc1
  -4	1	1	-2	9	12	-5	-4	-9
CCN(CC)C(=O)C1CCCN(Cc2ccc(OC)c(C)c2C)C1 (stereo not drawn)
  0	1	0	-2	14	-1	4	-7	-1
CCOC(=O)CSc1ncnc2c1cnn2-c1ccccc1
  11	-3	5	2	3	-13	-6	-3	-1
Cc1cn([C@H]2C[C@H](O)[C@@H](CNCc3cccn3-c3ccncc3)O2)c(=O)[nH]c1=O
  2	-2	1	1	0	-5	-12	-8	15
COc1ccc(-n2c(SCC(=O)Nc3ccc(Cl)cc3)nc(O)c(Cc3ccccc3)c2=O)cc1
  13	6	-1	2	0	-6	6	-2	2
O=C(C1CC1)N1N=C2CCCCC2C1(O)C(F)(F)F (stereo not drawn)
  6	-1	1	0	1	4	-2	-1	13
O=C(O)CCCNC(=O)/C=C/c1ccco1
  -1	-4	0	-2	1	1	6	-2	10
O=C(CCNC(=O)c1ccccc1)NCCc1ccc(Cl)cc1
  -3	-7	1	-4	1	4	-4	-2	9
Cc1nnc(SCc2cccc3ccccc23)s1
  1	-4	-1	-6	14	-4	6	-3	5
Cn1c(SCC(=O)Nc2ccc(Cl)cn2)nnc1C1CC1
  6	-2	1	-2	3	-9	8	-4	13
CC(C)CN(CC(C)C)C(=O)CCCC(=O)N(CC(C)C)CC(C)C
  1	-2	2	1	0	0	-3	-7	0
Cc1nn(C)c(C)c1N1C(=O)c2cccc3c(N)ccc(c23)C1=O
  -22	-15	82*	38*	124*	35*	28*	90*	28*
Cc1cccnc1NC(=O)C1CCN(S(=O)(=O)c2cccs2)CC1
  -6	-6	0	-5	0	5	2	-5	-3
O=C(OCc1ccc(C(=O)c2ccccc2)cc1)c1cccc(-c2nnc(-c3ccccc3)o2)c1
  11	-4	0	1	5	-9	5	0	8
CCOC(=O)/C(=N\Nc1ccccc1[N+](=O)[O-])c1csc(N)n1
  13	1	0	-4	3	-5	2	-12	8
CN(CC(=O)Nc1ccc(F)cc1)CC(=O)Nc1ccc(Cl)c(S(=O)(=O)N2CCOCC2)c1
  1	-7	7	2	5	-21	-8	-2	1
Cc1cc(C(=O)COC(=O)c2n[nH]c(=O)c3ccccc23)c(C)n1C(C)C
  5	-5	1	5	5	8	-18	-2	4
CN(C)c1ccc(C=c2c3cc(O)ccc3n3c2cc(-c2ccccc2)[n+]3C)cc1
  -8	7	0	-5	1	0	-14	-9	10
COc1ccc(N2CCN(C(=O)CN(Cc3ccccc3)S(C)(=O)=O)CC2)cc1
  4	3	2	3	2	1	-3	1	0
COc1cccc(CN2CCC(n3nccc3NC(=O)CCOc3ccccc3)CC2)c1
  5	0	5	-3	1	-2	1	-4	-4
COc1cc(NC(=O)c2ccco2)c(C(=O)OCC(=O)Nc2ncc(Cl)cc2Cl)cc1OC
  8	5	2	0	3	-6	-3	-6	-7
COc1ccccc1OCCn1cc(C=O)c2ccccc21
  -1	-2	9	0	4	-5	-10	1	9
Cc1csc2nc(CSc3nc4ccccc4o3)cn12
  1	-4	1	-8	14	0	3	-5	1
Cc1nn(-c2cc(N3CCNCC3)ccc2[N+](=O)[O-])c(=O)c2ccccc12
  -5	19*	1	-7	18	5	0	-5	-4
O=C(Nc1ccc(-n2ccnc2P(=O)(O)c2ccccc2)cc1)c1ccccc1Br
  6	3	1	-2	6	-12	-4	-5	2
CCOC(=O)c1ccc(NC(=O)C2CC2)cc1
  -1	-7	1	-3	2	-5	-13	-6	-3
CCOc1ccccc1N1CCN(S(=O)(=O)c2ccc3c4c(cccc24)C(=O)N3)CC1
  4	-4	4	-2	10	-9	-9	-2	5

Exported in markdown: 2 of the compounds above.
| SMILES | CHRM1 PAM | M5 PAM | CHRM4 agonist | M5 ag | TAAR1 ag | CHRM1 antagonist | M4 antag | CHRM1 agonist | M5 antag |
| --- | --- | --- | --- | --- | --- | --- | --- | --- | --- |
| CC(C)CN(CC(C)C)C(=O)CCCC(=O)N(CC(C)C)CC(C)C | 1 | -2 | 2 | 1 | 0 | 0 | -3 | -7 | 0 |
| CN(C)c1ccc(C=c2c3cc(O)ccc3n3c2cc(-c2ccccc2)[n+]3C)cc1 | -8 | 7 | 0 | -5 | 1 | 0 | -14 | -9 | 10 |

(cont.)
Order of values: CHRM1 PAM	M5 PAM	CHRM4 agonist	M5 ag	TAAR1 ag	CHRM1 antagonist	M4 antag	CHRM1 agonist	M5 antag
C=CCNC(=O)C1CCN(c2ccc(S(=O)(=O)N3CCOCC3)cc2Cl)CC1
  6	8	2	7	1	11	7	0	-4
Cn1c(=O)c2c(nc(SCC(=O)NCc3ccc4c(c3)OCO4)n2Cc2ccc(Cl)cc2)n(C)c1=O
  5	3	1	2	8	-11	-9	-2	-5
CCn1c(SCC(=O)N2CCC(C(N)=O)(N3CCCCC3)CC2)nc2ccccc2c1=O
  10	6	1	2	0	-6	-9	-4	-9
CCOc1ccc(C(F)(F)F)cc1NC(=O)c1ccc(OC)c([N+](=O)[O-])c1
  -1	3	1	0	1	-15	-4	-4	0
COc1ccc(OC)c(C(=O)COC(=O)CN2C(=O)NC3(CCCCC3C)C2=O)c1 (stereo not drawn)
  2	0	1	2	1	-21	-3	1	-1
COC(=O)c1ccccc1NC(=O)CSc1nnnn1C1CCCCC1
  2	-2	1	0	2	4	11	-3	4
CCOC(=O)c1ccccc1N/C=C/C(=O)c1cccs1
  3	-2	-2	-5	-2	-19	-35	-9	-6
Cc1ccc(NC(=O)CCS(=O)(=O)c2ccc3nc(C)sc3c2)c(C)c1
  -2	-1	0	2	2	1	-7	0	-2
Cc1cccc(NC(=O)CCN2C(=O)c3cccc([N+](=O)[O-])c3C2=O)c1
  7	-6	0	-1	4	-4	13	-3	13
COc1ccc(CCNC(=O)c2ccn[nH]2)cc1OC
  10	-1	0	-2	15	-9	0	1	-16
COc1cccc(N2CCN(C(=O)c3ccc(CS(=O)c4ccccc4C)o3)CC2)c1 (stereo not drawn)
  7	-4	15	3	7	-8	4	1	-11
O=c1c2ccccc2nnn1Cc1nnc(-c2ccccc2Br)o1
  8	-4	3	21	67*	-5	1	16*	5
CCCNc1nc(N2CCOCC2)nc(N2CCOCC2)n1
  8	1	1	-1	5	-7	7	-4	1
COc1ccc(-c2cc(C(=O)O)nc3ccc4ccccc4c23)cc1OC
  13	0	2	4	1	-11	-1	1	11
OCCN1CCN(CC(O)COc2ccc3c(c2)OCO3)CC1 (stereo not drawn)
  0	-1	1	-5	10	2	-11	-4	10
O=C(NCCN1CCOCC1)Nc1ccc(Cl)cc1
  -2	2	1	-3	15	5	8	-3	6
CC(C(=O)Nc1ccccc1-c1ccccc1)N1CCCCC1 (stereo not drawn)
  2	1	-2	-9	5	-14	-2	-5	3
O=C(c1ccc(N2CCCC2)c([N+](=O)[O-])c1)N1CCc2ccccc2C1
  3	-1	1	2	-1	-16	-26	1	3
CC[N+]1(C)[C@@H]2CC[C@H]1CC(OC(=O)[C@H]1CCC(C(=O)OC3C[C@H]4CC[C@@H](C3)[N+]4(C)CC)(c3ccccc3)c3ccccc31)C2 (stereo partly drawn)
  -17	-6	2	-2	3	-2	-13	-8	6
O=C(CNC(=O)c1ccccc1F)OCC(=O)N1CCCc2ccccc21
  -4	-3	1	1	0	-5	1	-5	2
Cc1cccc(NS(=O)(=O)c2ccc(Oc3ccccc3)cc2)n1
  3	-6	5	-1	3	2	14	-3	-1
CCc1cccc(CC)c1NC(=O)CO/N=C(\N)CC(=O)NC1CCCCC1
  1	1	1	0	2	-3	-12	-2	5
O=C1Nc2cc(C(=O)NCCCN3CCCC3)ccc2S/C1=C/c1ccccc1F
  6	3	1	-7	2	-11	-1	-6	0
COC(=O)c1ccc(C(NC(=O)OCc2ccccc2)/C(C)=C/[C@@H](C)C(=O)NCc2ccc(-c3ccccc3)cc2)cc1 (stereo partly drawn)
  9	1	5	2	/	-10	-1	0	7
CN1CC(=O)N2[C@H]3c4ccccc4OC[C@@H]3[C@H](c3ccccc3)[C@]2(C)C1=O
  10	6	2	2	12	-18	-7	-1	1
COC(=O)Cc1n[nH]c(=S)[nH]c1=O
  9	0	3	3	5	-18	1	-1	-3
CC(C)CN1CCN(Cc2cc3ccccc3[nH]2)CC1CCO (stereo not drawn)
  -2	2	0	7	0	4	8	-7	2
Cc1[nH]c2ccccc2c1C(=O)CN1CCCC1
  0	1	1	-1	3	-2	-1	-8	-1
COc1cc(-c2cc(C(=O)Nc3nc4ccccc4s3)c3ccccc3n2)cc(OC)c1OC
  3	-3	3	-2	8	1	4	-6	-1
C/C(=N\NC(=O)c1cccc(N/N=C(\C)c2cc(O)ccc2O)c1)c1cc(O)ccc1O
  -2	-5	0	-2	2	2	8	-2	11
CN(Cc1cnn(C)c1)S(=O)(=O)c1cccc([N+](=O)[O-])c1
  8	5	2	-2	6	-4	5	-3	-3
Cc1c(C#N)c(N)nc2c3c(sc12)NC(=O)CC3c1ccc(Cl)cc1 (stereo not drawn)
  3	4	1	4	11	-1	-8	-2	-1
C=CCSC1=NC(N)=C(C#N)C2(CCCCC2)C1C(N)=O (stereo not drawn)
  9	1	0	-2	12	6	-4	-2	-3
COc1cc(NC2CCCCC2O)c2nc(-c3ccc(Cl)cc3)ccc2c1 (stereo not drawn)
  5	-4	1	-4	-1	-12	-10	-3	5
CC(=O)Nc1sc(NC(=O)c2ccc(C)cc2)nc1-c1cccs1
  1	3	0	-2	5	-3	-2	-4	6
O=C(O)CCCC(=O)NCCc1ccncc1
  2	3	0	9	8	-16	3	-1	2
COc1ccccc1NS(=O)(=O)c1ccc(N/N=C/c2c(C)nn(-c3ccccc3)c2N2CCCC2)c([N+](=O)[O-])c1
  5	-6	2	0	-1	-6	7	-3	3
Cc1ccc(N2CC(C(=O)Nc3cc(Cl)ccc3-n3cncn3)CC2=O)cc1 (stereo not drawn)
  9	8	1	-1	-1	-22	-12	-2	-14
COCCCN(C(=O)CSc1nc2ccccc2c(=O)n1C)c1c(N)n(Cc2ccccc2)c(=O)[nH]c1=O
  8	6	0	-2	4	-11	-2	-4	11
Cn1c(O)c(N=NC(=O)c2cc(-c3cccs3)nc3ccccc23)c2ccccc21
  3	-1	2	0	7	1	-3	-5	-3
CCOC(=O)C1CCN(C(=O)c2ccc(OC3CCN(C(=O)CCOC)CC3)cc2)CC1
  20	3	1	1	3	-16	-8	-4	3
COc1ccc(-n2ncc3c(=O)n(CC(C)=O)cnc32)cc1
  1	3	1	-3	3	-5	-6	-2	18
O=C(O)CCn1cnc2ccccc2c1=O
  11	-4	0	-1	6	-15	4	-3	5
